RAD54 inh: inhibitors of human RAD54 branch migration | hit rate 0.14% among 360,000 | Q92698 | RAD54 Holliday junction branch migration, FAM/BHQ fluorescence | inhibition, % at 10.4 µM;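 active means mean normalized replicate activity at least 40 and at least half of replicates scoring 40 or more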;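 further: 0% = median of neutral control wells and 100% = median of positive control wells; inhibitors cause a drop in the FAM fluorescence signal; in these data hits start at about 50%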
Target sequence (Q92698 whole entry, looked up): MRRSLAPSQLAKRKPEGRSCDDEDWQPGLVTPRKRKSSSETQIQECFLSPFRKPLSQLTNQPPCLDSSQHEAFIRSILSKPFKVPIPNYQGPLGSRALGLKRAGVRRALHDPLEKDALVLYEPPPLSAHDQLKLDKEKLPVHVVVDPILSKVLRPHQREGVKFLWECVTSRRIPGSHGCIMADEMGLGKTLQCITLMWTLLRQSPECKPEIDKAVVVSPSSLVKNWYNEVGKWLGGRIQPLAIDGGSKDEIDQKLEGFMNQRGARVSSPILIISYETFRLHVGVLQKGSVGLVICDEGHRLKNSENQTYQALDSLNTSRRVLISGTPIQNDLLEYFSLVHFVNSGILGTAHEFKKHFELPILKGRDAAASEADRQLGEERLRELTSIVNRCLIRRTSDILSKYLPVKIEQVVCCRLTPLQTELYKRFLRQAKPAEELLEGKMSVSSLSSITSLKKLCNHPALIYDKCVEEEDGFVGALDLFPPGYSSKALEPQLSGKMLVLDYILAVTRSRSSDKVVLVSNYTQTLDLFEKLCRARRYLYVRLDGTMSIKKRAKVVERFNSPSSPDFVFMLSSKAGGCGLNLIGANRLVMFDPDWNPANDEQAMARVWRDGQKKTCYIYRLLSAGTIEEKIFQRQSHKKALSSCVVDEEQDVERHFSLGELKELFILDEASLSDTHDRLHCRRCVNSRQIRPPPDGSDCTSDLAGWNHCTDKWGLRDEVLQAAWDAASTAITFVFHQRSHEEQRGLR
GSIS activator: GLuc luminescence reporter in INS-1E cells, primary screen for activators of glucose-dependent secretion of insulin; activation, % at 16.6 µM; hit rate 0.61% among 370,000; INS-1E GLuc reporter insulin secretion, 2-3 h;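 active means lowest replicate activation of at least 40%, so every replicate reaches that level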;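 further: 0% = median of neutral control wells and 100% = median of IBMX positive control wells; some compounds called inactive have numbers as strong as hits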
ERAP1 HTS inh: inhibitors of human ERAP1 aminopeptidase | Q9NZ08 | recombinant ERAP1, Leu-AMC fluorescence, 60 min | inhibition, % at 10.7 µM | hit rate 0.15% among 340,000 | AID 652197;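 active means mean replicate inhibition of at least 30%, or all replicates individually reaching that 30% level; inactive means mean below 30% and not every replicate reaching it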;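 further: 0% = neutral control wells and 100% = L-leucinethiol positive control wells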
CFTR F508del cor: CFTR F508del correction in bronchial cells | CFBE cells, YFP halide quenching; stimulated with forskolin plus potentiator P3; % fluorescence drop versus neutral controls | activity (quench increase), % at 7.58 µM | hit rate 0.36% among 350,000;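 active means mean added fluorescence quench of at least 8% versus neutral control, with both replicates also reaching 8%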;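 further: cells transiently co-express mutant CFTR-F508del with the halide-sensitive YFP; corrector assay measuring rescue of mutant channel to the surface after 24 h compound exposure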
Xi reactivation: activators of X-chromosome reactivation in mouse fibroblasts; XiGFP mouse fibroblasts, % GFP-positive cells imaging, 3 d; cells co-treated with 5-aza-dC sensitizer; scaled so ellipticine positive control = 100%; activation, % at 7.58 µM; hit rate 0.055% among 360,000;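 active means mean normalized replicate activation at least 10% and every replicate at or above 10%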;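 further: 0% = median of on-plate neutral control wells and 100% = ellipticine 6 µM median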
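Schedule: 3 d treatment, 15 min room-temperature fixation; system: 68-5-11 XiGFP fibroblast line; buffer or medium: DMEM plus 5-aza-dC sensitizer; control set: ellipticine 6 µM positive control; compound: one concentration, pinned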
RAD52 anneal inh: inhibitors of human RAD52 DNA annealing | P43351 | recombinant RAD52 DNA annealing, FRET fluorescence | inhibition, % at 18.7 µM | hit rate 0.46% among 360,000 | AID 651710;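 active means every replicate showing at least 50% inhibition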
ARNT-TACC3 inh: disruptors of human ARNT/TACC3 interaction; Q9Y6A5; AlphaScreen His-ARNT PAS-B/GST-TACC3 binding, luminescence; TACC3 fragment carries E629A point mutation; inhibition, % at 9.99 µM; hit rate 0.66% among 390,000;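 active means mean inhibition of replicates at least 50% and at least half of replicates each reaching 50%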;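 further: 0% = complete ARNT plus TACC3 wells and 100% = ARNT alone without TACC3; many hits fall short of the cut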
esBAF inh: blocks esBAF chromatin remodeling in mouse ES cells. Bmi1-luciferase knock-in reporter, 24 h; 100% = twice the neutral-well signal. reporter increase, % at 12.5 µM. hit rate 2% among 350,000; in the data active means activation above about 40%;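 further: 0% = median of the plate's neutral control wells and 100% = double that signal; a rise in the Bmi1 reporter signal indicates esBAF inhibition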
The depositor's hits bear a star; · = not tested or not shown.

SMILES | RAD54 inh | GSIS activator | ERAP1 HTS inh | CFTR F508del cor | Xi reactivation | RAD52 anneal inh | ARNT-TACC3 inh | esBAF inh
COC(=O)[C@@]12CCCCN1[C@H](c1ccc(-c3ccc4c(c3)OCO4)cc1)[C@H]1C(=O)N(C)C(=O)[C@H]12 | -2 | -14 | -1 | 2.5 | 0.0 | -15 | 0 | -10
COC(=O)C[C@@H]1CC[C@H]2[C@@H](COc3ccc(NC(=O)Nc4ccccc4C)cc3C(=O)N2C)O1 | -1 | 0 | -2 | -0.6 | 0.1 | 0 | -9 | -1
O=C(c1cccc(N2C(=O)C3C4C=CC(C4)C3C2=O)c1)N1CCN(c2ccccc2Cl)CC1 (centres undefined) | -7 | -22 | 4 | 0.7 | -0.1 | -14 | -12 | -6
COc1ccc(N2CSC3=C(C#N)C(c4cc(OC)c(OC)cc4OC)CC(=O)N3C2)c(OC)c1 (centres undefined) | 0 | -8 | 14 | -5.4 | 0.0 | -14 | 15 | 10
CCOC(=O)c1c(C)[nH]c(C(=O)OCC(=O)Nc2cccnc2Cl)c1C | · | 9 | -1 | -0.4 | 0.0 | -8 | 2 | ·
C[C@@H]1CN([C@H](C)CO)C(=O)c2cccc(NS(C)(=O)=O)c2O[C@@H]1CN(C)C(=O)Nc1ccc(F)cc1 | -10 | 12 | -4 | -0.4 | -0.6 | 3 | -9 | 7
C[C@@H]1CCCCO[C@@H](CN(C)Cc2ccc3c(c2)OCO3)[C@H](C)CN([C@@H](C)CO)C(=O)c2cc(NC(=O)Nc3ccc(C(F)(F)F)cc3)ccc2O1 | 7 | 15 | -2 | -1.6 | 0.3 | 51* | 42 | -3
CC(C)(C)S(=O)(=O)c1cnc(N2CCOCC2)nc1N | · | 30 | 5 | -1.0 | 0.2 | -5 | 10 | ·
C[C@H](CO)N1C[C@H](C)[C@@H](CN(C)Cc2ccc(Oc3ccccc3)cc2)OCc2cn(nn2)CCCC1=O | · | -4 | · | 2.9 | 0.2 | · | · | 0
CCOc1ccc(CN2CCCC(CO)(Cc3ccc(F)cc3)C2)cc1 (centres undefined) | 7 | · | 1 | 0.7 | 0.0 | -15 | -12 | 4
CC(=O)Oc1ccc(-c2cc3c(OC(C)=O)cc(OC(C)=O)cc3oc2=O)cc1 | -2 | -22 | -199 | 2.5 | · | -25 | -15 | -7
Cc1nn(-c2ccccc2)c(C)c1/C=N/NC(=O)CSc1nnc(SCc2ccc(Cl)cc2)s1 | · | · | 1 | · | -0.1 | -9 | -13 | ·
COc1cc(NC(=O)CN(c2cc(C)cc(C)c2)S(=O)(=O)c2c(C)[nH]c(=O)[nH]c2=O)cc(OC)c1 | -5 | 2 | 1 | -2.5 | 0.4 | -8 | 4 | 1
CC(C)NC(=O)Nc1ccc2c(c1)CC(=O)N([C@H](C)CO)C[C@@H](C)[C@H](CN(C)C(=O)Nc1ccc(F)cc1)O2 | -1 | 20 | 2 | -0.1 | -0.1 | -2 | -6 | -2
C[C@@H]1CCCCO[C@H](CN(C)C(=O)NC2CCCCC2)[C@@H](C)CN([C@H](C)CO)C(=O)c2cc(NC(=O)c3ccncc3)ccc2O1 | -4 | 2 | 4 | 1.5 | -0.1 | -30 | -6 | 5

Another view of two compounds above:
Below each compound – RAD54 inh	GSIS activator	ERAP1 HTS inh	CFTR F508del cor	Xi reactivation	RAD52 anneal inh	ARNT-TACC3 inh	esBAF inh
- CCOc1ccc(CN2CCCC(CO)(Cc3ccc(F)cc3)C2)cc1 (centres undefined)
→ 7	·	1	0.7	0.0	-15	-12	4
- COC(=O)C[C@@H]1CC[C@H]2[C@@H](COc3ccc(NC(=O)Nc4ccccc4C)cc3C(=O)N2C)O1
→ -1	0	-2	-0.6	0.1	0	-9	-1

Going on with the list.
SMILES | RAD54 inh | GSIS activator | ERAP1 HTS inh | CFTR F508del cor | Xi reactivation | RAD52 anneal inh | ARNT-TACC3 inh | esBAF inh
Cc1cc(C(=O)NNC(=O)c2ccccc2[N+](=O)[O-])c(C)o1 | 1 | -2 | 0 | -4.5 | 0.0 | -7 | 1 | 13
CC(C)CN(C(=O)c1ccc([N+](=O)[O-])s1)c1c(N)n(Cc2ccccc2)c(=O)[nH]c1=O | -2 | -16 | 0 | -2.6 | 0.1 | -7 | -1 | ·
CCCn1c(SCC(=O)OCC)nc(C(F)(F)F)cc1=O | · | -5 | 4 | -0.7 | 0.0 | 0 | -3 | 3
O=C(CN(c1ccccc1Cl)S(=O)(=O)c1ccccc1)NCc1ccccc1 | -11 | -19 | 1 | -0.5 | -0.1 | -5 | · | 1
C[C@H]1CN([C@@H](C)CO)C(=O)c2cc(NC(=O)C3CCCCC3)ccc2O[C@H]1CN(C)C(=O)NC1CCCCC1 | 0 | 5 | 5 | 3.4 | -1.2 | -2 | -6 | -2
CN(CC#CC(O)(c1ccccc1)c1ccccc1)C(C)(C)C | -10 | 11 | 1 | -0.2 | 0.5 | 0 | -4 | ·
CCN(CC)CCNC(=O)Cn1cnc2sc(C)c(S(=O)(=O)N3CCC(C)CC3)c2c1=O | -3 | 14 | -1 | -0.5 | 0.0 | -13 | -5 | -9
CCn1nc(C)cc1C(=O)N(C)C1CCCN(Cc2ccccc2F)C1 (centres undefined) | -34 | -4 | 0 | -1.3 | 0.1 | -11 | -6 | -6
CC(C)(OC(=O)NC(=O)C(F)(F)F)C(C)(C)OC(=O)NC(=O)C(F)(F)F | · | -5 | -13 | 4.3 | 0.4 | 1 | · | ·
O=C(C[C@H]1C=C[C@@H](NC(=O)c2ccncc2)[C@H](CO)O1)Nc1ccc(-c2ccccc2)cc1 | 7 | -3 | 0 | -0.8 | -0.3 | -11 | 0 | 5
CC(C)Cn1c(N)c(C(=O)COC(=O)c2c(O)c(Cl)cc(Cl)c2Cl)c(=O)n(C)c1=O | 11 | · | 0 | -3.0 | 0.8 | -11 | · | -2
CC(C)NC(=O)N(C)C[C@@H]1Oc2ccc(NS(=O)(=O)c3cccs3)cc2CC(=O)N([C@H](C)CO)C[C@@H]1C | 7 | 3 | 3 | -1.1 | -0.1 | -6 | -3 | -2
Nc1ncnc2c1nc(N1CCCCC1)n2[C@@H]1O[C@H](CO)[C@@H](O)[C@H]1O | 0 | 6 | -3 | 2.9 | 0.1 | -9 | -4 | -1
C[C@H]1CN([C@@H](C)CO)C(=O)Cc2cc(NC(=O)C3CC3)ccc2O[C@H]1CN(C)C(=O)Nc1ccc(F)cc1 | 2 | 16 | 1 | 0.2 | 0.4 | -3 | 2 | 4
COc1cc(C(=O)Nc2nnc(CC(C)(C)C)s2)c([N+](=O)[O-])cc1OC | -1 | 6 | · | · | 0.1 | · | -3 | ·
O=C(CSc1nnc(C2COc3ccccc3O2)o1)Nc1ccc(F)cc1Cl (centres undefined) | · | -6 | 7 | -1.3 | 0.1 | -18 | -4 | 13
Cc1ccc(CN2C(=O)CCC2C(=O)NCCc2ccccc2)cc1 (centres undefined) | 2 | 0 | -4 | 2.5 | 0.1 | -13 | -12 | -7
O=C(COc1ncnc2ccccc12)Nc1ccc(S(=O)(=O)N2CCOCC2)cc1 | -8 | 13 | -2 | 1.3 | -0.1 | -15 | -1 | ·
Cn1nc(C(F)(F)F)cc1-c1ccc(S(N)(=O)=O)s1 | · | · | · | 0.3 | 0.1 | -7 | 1 | 52*
CCOC(=O)C1CCN(C(=O)CN(C)S(=O)(=O)c2cc(C)ccc2OC)CC1 | 0 | 5 | · | · | · | · | -33 | 4
Cc1ccc(OCCC(=O)OCC(=O)NC2CCCCC2)cc1 | 4 | 7 | 3 | -0.1 | 0.1 | -16 | · | 1
O=C(Cc1ccc(NC(=O)C2CCN(C(=O)C3CCCC3)CC2)cc1)Nc1cccc(C(=O)N2CCCC2)c1 | · | · | 3 | 1.3 | 0.4 | -7 | · | ·
CCCCCCCCNS(=O)(=O)CCNC1CC1 | 3 | -6 | -3 | 1.8 | 0.2 | -7 | -4 | -6
Cc1cc2c(cc(C(=O)N3CCC(C(=O)NC4CCCC4)CC3)n2Cc2c(F)cccc2Cl)o1 | 12 | · | 2 | -0.4 | 0.1 | -13 | -7 | 10
O=C(C1CC1)N1CCCCN2[C@H](CO)[C@H](c3ccc(C#CC4CCCC4)cc3)[C@@H]2C1 | -2 | -35 | 1 | -0.1 | 0.0 | 5 | 8 | 1
CO[C@@H]1CN(C)C(=O)c2ccc(NC(=O)C3CCCCC3)cc2OC[C@H](C)N(Cc2nccs2)C[C@@H]1C | -12 | -12 | 0 | -0.4 | -0.2 | 3 | 3 | -6
COc1ccc(S(=O)(=O)Nc2ccc3c(c2)CC(=O)N([C@@H](C)CO)C[C@@H](C)[C@@H](CN(C)Cc2ccc(C(=O)Nc4ccccc4N)cc2)O3)cc1 | · | 6 | 1 | -0.4 | 0.1 | -10 | · | ·
COc1ccc(C)cc1Nc1nc(-c2c[nH]c3ccccc23)cs1 | · | -1 | 14 | 1.9 | 0.4 | -6 | -18 | ·
COCC(=O)N1CCCCN2[C@H](CO)[C@@H](c3ccc(-c4ccc(F)cc4)cc3)[C@@H]2C1 | 0 | 4 | 0 | 2.8 | 0.7 | -1 | -4 | ·
Cc1occc1C(=O)NC1CCCN(Cc2ccc(Cl)cc2)C1 (centres undefined) | 12 | 8 | 3 | -1.0 | 0.0 | -33 | -2 | -5
CCCCSc1ccc(NC(=O)c2cccnc2)cc1 | -15 | -10 | · | · | · | · | -7 | 1
OC[C@@H](O)[C@H](O)C(/C=N/Nc1ccccc1)=N\Nc1ccccc1 | 7 | · | 2 | 0.8 | 0.0 | -12 | 11 | 15
COc1ccccc1CNC(=O)C[C@H]1CC[C@@H]2[C@@H](COc3ccc(NC(=O)Nc4ccc(F)c(F)c4)cc3C(=O)N2C)O1 | 0 | -6 | -1 | -1.5 | 0.0 | -20 | 3 | -5
C[C@@H]1CN[C@H](CCO)/C1=C\c1ccccc1 | -2 | 11 | -4 | 0.0 | 0.2 | -12 | 0 | -7
COc1ccc(CC2(CO)CCN(Cc3cccc4nccnc34)CC2)cc1 | 4 | 8 | 0 | -0.8 | -0.1 | -20 | -13 | 4
Cc1ccc(CNC(=O)CSCc2ccccc2)cc1 | 0 | -7 | 2 | -2.4 | 0.0 | -16 | -3 | 12
COc1ccc(CN(C)C[C@H]2Oc3ccc(NS(=O)(=O)c4ccc(F)cc4)cc3CC(=O)N([C@H](C)CO)C[C@H]2C)cc1 | 1 | 4 | 1 | 0.5 | -0.1 | 2 | -7 | -4
O=C(NCC1CC1)c1onc(CSc2ccncc2)c1C(=O)NCC1CC1 | -2 | 0 | 0 | -3.8 | 0.0 | -11 | 2 | -3
O=C1CC(N2CCSCC2)C(=O)N1c1ccc(F)cc1 (centres undefined) | -3 | -6 | 2 | -0.9 | 0.1 | -5 | -28 | -1
CC1(C(=O)NCc2cccnc2)CCC(=O)N1Cc1cccs1 (centres undefined) | 2 | 15 | 0 | -1.8 | 0.1 | -8 | -8 | -6

Single records, from the list above. Order of values: RAD54 inh, GSIS activator, ERAP1 HTS inh, CFTR F508del cor, Xi reactivation, RAD52 anneal inh, ARNT-TACC3 inh, esBAF inh
COC(=O)C[C@@H]1CC[C@H]2[C@@H](COc3ccc(NC(=O)Nc4ccccc4C)cc3C(=O)N2C)O1 is listed as -1, 0, -2, -0.6, 0.1, 0, -9, -1
CCOC(=O)C1CCN(C(=O)CN(C)S(=O)(=O)c2cc(C)ccc2OC)CC1 is listed as 0, 5, ·, ·, ·, ·, -33, 4

Quoted at random: two entries already listed
SMILES | RAD54 inh | GSIS activator | ERAP1 HTS inh | CFTR F508del cor | Xi reactivation | RAD52 anneal inh | ARNT-TACC3 inh | esBAF inh
COc1ccc(CC2(CO)CCN(Cc3cccc4nccnc34)CC2)cc1 | 4 | 8 | 0 | -0.8 | -0.1 | -20 | -13 | 4
Cc1ccc(CNC(=O)CSCc2ccccc2)cc1 | 0 | -7 | 2 | -2.4 | 0.0 | -16 | -3 | 12
